Bioassay records (PubChem)
phage Ecoli inh = E. coli growth loss with phage present; growth absorbance; inhibition, % at 11.9 µM; actives 0.26% (n = 360,000); AID 651602; in the data active = inhibition above about 11%
Ecoli viability = counter-screen for AddAB inhibitors: E. coli growth inhibition. E. coli V3065 growth, OD600 absorbance, 18 h. inhibition, % at 11.9 µM. actives 0.27% (n = 330,000);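 active = inhibition above the campaign's mean inhibition across all tested compounds plus 3 SD, cut at about 9.9% in these data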;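 also: uninfected addAB+ strain grown without phage in ampicillin broth; 0% = DMSO wells and 100% = ciprofloxacin 0.95 µg/ml wells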
PKA-R2B act = PKA-R2B complex activation; P22694+P31323; PKA-R2B holoenzyme dissociation, Cy5-IP20 fluorescence polarization; R2B truncated from residue 108, S112A mutant; 0% DMSO only, 100% 113 µM cGMP; activation, % at 11.4 µM; actives 0.079% (n = 340,000); AID 504700;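 active = activation above a cutoff set at the mean over all compounds plus 3 SD, cut at about 18% in these data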;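 also: higher means more holoenzyme dissociation and a rise in polarization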
PKA-R1A activ = activators of PKA-R1A complex; P00514+P68181; PKA-R1A dissociation, Cy5-IP20 fluorescence polarization; scaled: DMSO 0%, 113 µM cGMP 100%; activation, % at 11.4 µM; actives 0.083% (n = 340,000); AID 504707;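 active = percent activation above the mean of all tested compounds plus 3 SD, cut at about 19% in these data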;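 also: higher means more PKAc released from R1A so a rise in polarization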
AddAB inh = less growth of phage-infected E. coli with AddAB | E. coli expressing H. pylori AddAB, absorbance growth | actives 0.29% (n = 330,000) | inhibition, % at 11.9 µM; in the data active = inhibition above about 12%;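 also: 0% = vehicle wells of infected cells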
OPRM1-OPRD1 ag = OPRM1-OPRD1 heterodimerization agonism; P35372+P41143; cells, luminescence; activation, % at 9.3 µM; actives 0.3% (n = 340,000); in the data active = activation above about 18%;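 also: 0% = vehicle-treated cells and 100% = reference agonist; values of inactives mirror those of a sister screen read the other way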
Target sequence (P35372 whole entry, looked up): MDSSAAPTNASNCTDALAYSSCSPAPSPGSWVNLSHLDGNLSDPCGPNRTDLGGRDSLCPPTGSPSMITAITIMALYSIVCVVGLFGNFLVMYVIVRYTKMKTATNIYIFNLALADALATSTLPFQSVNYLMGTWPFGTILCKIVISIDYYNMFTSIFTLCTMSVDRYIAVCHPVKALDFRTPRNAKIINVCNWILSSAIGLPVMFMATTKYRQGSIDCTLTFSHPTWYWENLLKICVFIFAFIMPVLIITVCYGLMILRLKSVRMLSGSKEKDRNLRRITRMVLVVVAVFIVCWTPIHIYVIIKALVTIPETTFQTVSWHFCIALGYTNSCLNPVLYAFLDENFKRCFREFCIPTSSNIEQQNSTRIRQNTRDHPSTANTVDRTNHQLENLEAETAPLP
Target sequence (P41143 whole entry, looked up): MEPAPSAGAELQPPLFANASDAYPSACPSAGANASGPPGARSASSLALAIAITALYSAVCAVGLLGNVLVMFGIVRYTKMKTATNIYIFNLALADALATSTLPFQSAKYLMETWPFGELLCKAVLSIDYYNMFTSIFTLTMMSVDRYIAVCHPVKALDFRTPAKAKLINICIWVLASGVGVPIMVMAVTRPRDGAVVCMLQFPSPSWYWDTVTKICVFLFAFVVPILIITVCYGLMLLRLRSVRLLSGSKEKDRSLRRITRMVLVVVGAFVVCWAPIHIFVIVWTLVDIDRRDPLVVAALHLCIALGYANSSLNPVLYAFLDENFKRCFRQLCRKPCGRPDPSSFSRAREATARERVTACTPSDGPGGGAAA
Mot1-301 SUMO = SUMOylation pathway inhibition by Mot1-301 growth rescue | S. cerevisiae Mot1-301 growth rescue, ATP luminescence, 38.5C; percent above DMSO median, 100 means doubled | growth rescue, % at 18.8 µM | actives 1% (n = 320,000) | AID 2716;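 active = every valid replicate shows activation above 250% relative to neutral control wells; inactive = the rest, any valid replicate at or below 250%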;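 also: OY570 slx delta 5 strain wells were the positive control but not used for scaling; some compounds called inactive have numbers as strong as hits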
PfHsp90 set2 = inhibits growth of yeast expressing Plasmodium falciparum Hsp90; S. cerevisiae expressing PfHsp90, BacTiter-Glo ATP, 48 h; yeast lacking PDR1 and PDR3 efflux regulators; inhibition, % at 9.4 µM; actives 0.32% (n = 310,000); AID 504621;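 active = every replicate shows inhibition above about 80%, whatever the replicate mean, limit read from the data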;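 also: 0% = DMSO neutral controls and 100% = 20 µM radicicol positive controls; yeast relying on Plasmodium falciparum Hsp90 in place of its own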
MOR-DOR inv ag = mu-delta opioid heterodimer inverse agonism; cell-based MOR-DOR heterodimer luminescence; actives 0.21% (n = 340,000); inhibition, % at 9.3 µM; AID 504357; in the data active = inhibition above about 22%, passing the limit was not always enough;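 also: 0% = cells with DMSO and 100% = wells without cells with DMSO; values of inactives mirror those of a sister screen read the other way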
Tat export inh = E. coli Tat transport inhibition. E. coli MC4100 TorA-mCherry Tat export, fluorescence. inhibition, % at 10 µM. actives 0.036% (n = 340,000). AID 488895;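 active = mean replicate inhibition at least 50% and at least half of replicates individually reaching 50%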;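 also: exported cargo escapes ClpAP degradation while cytoplasmic cargo is degraded and loses fluorescence; 0% = median of neutral control wells and 100% = median of NaSCN control wells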
HTR5A inv ag = HTR5A inverse agonism, opioid heterodimer counter-screen; actives 0.083% (n = 340,000); HTR5A cell line, luminescence; inhibition, % at 9.3 µM; P47898; in the data active = inhibition mostly above about 23%, no sharp cut-off; inactive = mostly below about 18%;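 also: 0% = cells with DMSO and 100% = no-cell wells with DMSO; some compounds called inactive have numbers as strong as hits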
Active calls of the source: *; . = not tested or not shown.

Molecule | phage Ecoli inh | Ecoli viability | PKA-R2B act | PKA-R1A activ | AddAB inh | OPRM1-OPRD1 ag | Mot1-301 SUMO | PfHsp90 set2 | MOR-DOR inv ag | Tat export inh | HTR5A inv ag
COc1cccc(C(=O)OCC(=O)NCCc2ccccc2)c1OC | 2.9 | -0.6 | 6.4 | -2.0 | -1.9 | -3.5 | -3.4 | -2.9 | 16.4 | -2.6 | -7.0
CCOc1ccc(Br)cc1C(=S)N1CCCC1 | 1.5 | -1.1 | 5.8 | -9.2 | -1.0 | 1.1 | 5.8 | 22.8 | -5.6 | 5.0 | -29.8
CCCNC(=S)N1CCC(NC(=O)c2cccc(C)c2)CC1 | 9.3 | 0.5 | -6.4 | -13.1 | 4.0 | -1.4 | -1.4 | 2.9 | 6.7 | 1.3 | -1.6
COc1ccccc1CNC(=O)C1CCCN(S(=O)(=O)c2ccc3c(c2)CC(C)N3C(C)=O)C1 (stereo unspecified) | 2.2 | 0.6 | 1.3 | -4.7 | 2.7 | -1.2 | 8.6 | -10.0 | 6.0 | 8.2 | -13.5
CC1C(=NO)C(C)C(c2ccc(N(C)C)cc2)NC1c1ccc(N(C)C)cc1 (stereo unspecified) | 0.6 | 2.4 | 2.3 | 10.6 | -0.5 | -4.8 | 10.1 | -35.7 | 21.9 | -3.3 | 15.0
CCOC(=O)CCCNC(=O)CCNC(=O)c1ccc(OCC)cc1 | -1.1 | -1.2 | -3.3 | 2.1 | 0.2 | -3.5 | -16.4 | -11.8 | 19.9 | 0.9 | 12.4
O=C(Nc1cccc(-n2cccn2)c1)C1CCCN(Cc2ccc(C#CCCO)cc2)C1 (stereo unspecified) | 1.3 | 0.8 | -6.8 | 4.5 | -0.3 | 3.1 | -3.2 | -3.8 | -12.8 | -5.4 | 3.2
CC1(C)CC(=O)C/C(=N\NC(=S)NCc2ccccc2)C1 | 2.1 | -2.1 | 3.9 | -2.6 | 1.6 | -3.2 | 3.7 | 4.4 | 16.0 | -0.3 | 10.4
CC(=O)C1CCC2C3CCC4=CC(=O)CCC4(C)C3(F)C(O)CC12C (stereo unspecified) | 1.0 | . | -9.8 | 8.2 | . | -2.4 | . | -13.6 | 12.7 | 6.7 | 5.5
COc1ccc(OCC(=O)NCC(c2ccc(OC)cc2)N2CCCCC2)cc1 (stereo unspecified) | 4.1 | -4.1 | 3.1 | -9.1 | 2.9 | -2.7 | . | 11.1 | 13.7 | 3.7 | 18.4
N#CC1=C2N=C(N)c3ccccc3N2C2=C(C(=O)CCC2)C1c1ccc(Cl)cc1 (stereo unspecified) | 2.4 | -0.5 | -17.1 | -5.7 | 6.1 | 0.0 | -2.4 | 5.9 | 0.0 | 28.3 | -19.0
CC(NC(=O)c1ccccc1Cl)C(=O)NCc1cccs1 (stereo unspecified) | 2.5 | . | -9.6 | -1.6 | . | -1.4 | . | . | 9.0 | 5.7 | 2.2
COc1ccc(C2=C(Nc3ccccc3)c3ccccc3C2=O)cc1 | 4.5 | -0.2 | 0.7 | -7.5 | -3.4 | -1.4 | -13.1 | -5.5 | 7.2 | 0.3 | 11.5
CCOc1ccc(NC(=O)c2ccc(F)cc2F)cc1 | 3.6 | -1.4 | 10.0 | -7.3 | 1.6 | -4.3 | -20.5 | 29.3 | 19.9 | 0.6 | -5.0
CCCCCCSc1cccc(-c2nc3ccc(C)cn3c2NC2CCCCC2)c1 | 2.0 | 0.5 | 1.4 | 2.9 | 0.9 | -1.7 | -18.6 | 30.3 | 10.1 | -10.0 | -10.8
N#Cc1c(NC(=O)CCCC(=O)O)sc2c1CCCCC2 | 1.1 | 1.1 | -15.6 | -3.1 | 1.9 | -2.1 | . | -6.7 | 11.2 | -6.5 | 19.9
Cc1nc(Cl)c(C#N)c2c1CCCC2 | 1.0 | -3.4 | -6.4 | -9.2 | 2.2 | -2.2 | 5.0 | -1.3 | 11.5 | -5.2 | 1.8
CCOc1ccccc1N(CC(=O)NCCOC)C(=O)CCC(=O)Nc1ccccn1 | 4.7 | -2.0 | 4.3 | -4.4 | 1.4 | -2.1 | -7.9 | 3.5 | 12.1 | 1.0 | 3.4
O=C(CN1CC(=O)Nc2ccccc21)Nc1ccc(F)c(F)c1 | 3.0 | 0.7 | 5.8 | -1.7 | 1.6 | -0.2 | -15.1 | -16.4 | 1.2 | 5.2 | -7.0
CC(=O)c1cc(-c2ccccc2)n(CC(=O)N2CCCCC2)c1C | 0.6 | -2.4 | 1.9 | -5.7 | 0.4 | -0.1 | -13.8 | 15.2 | 0.4 | 3.3 | -38.4
O=C(c1ccc(OC2CCN(Cc3ccccn3)CC2)cc1)N1CCCCO1 | 3.3 | -1.5 | -10.3 | -4.6 | 3.1 | -2.1 | -5.6 | -7.8 | 9.8 | -3.9 | -9.8
Cc1ccc(NC(=O)c2ccc3c(c2)C(=O)N(CC2CCCO2)C3=O)cc1C (stereo unspecified) | 6.5 | 0.8 | -6.9 | -5.4 | 0.7 | -2.6 | 11.4 | -3.5 | 12.5 | -6.9 | -6.1
O=c1c(Br)c(Br)cnn1-c1ccccc1 | -0.1 | . | -9.8 | 3.0 | . | 9.0 | . | -31.6 | -41.3 | -12.6 | -7.4
Cc1cccc(C(=O)Nc2ccc(C(=O)N/N=C/c3ccc4c(c3)OCO4)cc2)c1 | -1.5 | 0.4 | 4.7 | -3.6 | 1.3 | 1.4 | 64.7 | 11.6 | -9.7 | 17.3 | -10.7
CC(=O)N1CCCc2cc(S(=O)(=O)N(CC(C)C)CC(C)C)ccc21 | 1.4 | 1.0 | 9.3 | 7.8 | 1.6 | -1.0 | -6.0 | -15.9 | 5.3 | -4.6 | 0.0

Additional entries follow:
Values run as follows: phage Ecoli inh, Ecoli viability, PKA-R2B act, PKA-R1A activ, AddAB inh, OPRM1-OPRD1 ag, Mot1-301 SUMO, PfHsp90 set2, MOR-DOR inv ag, Tat export inh, HTR5A inv ag
CCC(C)N1CCC2(CC1)N=c1c(c3c4c5c(C)c(O)c3c(O)c1=NC(=O)C(C)=CC=C[C@H](C)[C@H](O)[C@@H](C)[C@@H](O)[C@@H](C)[C@H](OC(C)=O)[C@H](C)[C@@H](OC)C=CO[C@@](C)(O5)C4=O)N2 (stereo partly specified)
    105.0*, 98.5*, -3.1, -5.6, 97.5*, -0.6, -7.3, 22.5, 3.2, 106.7*, 4.3
Cc1cccc(NC(=O)COC(=O)c2cccc(S(=O)(=O)N3CCCCCC3)c2)c1
    0.5, 0.2, 2.8, -6.1, 1.1, 2.9, -20.6, -9.2, -10.8, 16.9, -7.2
O=C(C1CCC1)N1CCN(S(=O)(=O)c2ccc([N+](=O)[O-])cc2)CC1
    5.0, 0.3, -6.9, 6.2, 0.9, 1.7, -5.1, 18.0, -6.5, -10.3, 3.8
CC1CCCCC1NC(=O)COC(=O)c1ccc2c(c1)NC(=O)CS2 (stereo unspecified)
    5.6, 1.1, 0.6, -3.2, -0.7, -2.3, -7.8, -19.1, 9.1, 1.9, 0.2
Cn1c(CC(=O)NNC(=O)c2ccccc2F)nc2ccccc21
    -5.3, -9.5, -4.5, 3.5, -6.6, 1.7, 3.1, -19.4, -6.8, 5.7, -2.6
O=C(NN1CCOCC1)c1cc(-c2ccncc2)nc2ccccc12
    2.9, 1.8, -6.4, 5.9, 0.7, 0.4, ., -16.1, -2.1, -0.3, 13.6
CN1CCN(c2ccc(C(CC(N)=O)NC(=O)Cc3cccc4ccccc34)cc2[N+](=O)[O-])CC1 (stereo unspecified)
    3.2, -0.6, -0.8, -2.9, 0.2, -1.0, -8.7, -9.1, 5.9, -3.6, -8.9
Cc1ccc(N(C(=O)Cc2cccs2)C(C(=O)NCC2CCCO2)c2ccncc2)cc1 (stereo unspecified)
    2.6, 0.4, 3.5, 8.5, 0.9, -2.8, 5.3, 0.5, 13.8, 13.7, -19.3
CCOC(=O)N1CCN(C2CC(=O)N(c3ccccc3)C2=O)CC1 (stereo unspecified)
    -1.2, 0.5, 1.3, -2.0, -0.9, 0.8, 9.7, 8.0, -4.6, -3.2, 12.4
O=C(NC1CCCCC1)c1cccc(S(=O)(=O)N2CCCCC2)c1
    -0.1, -0.6, 6.8, -2.4, 2.1, 0.8, 6.2, 9.1, -4.7, -4.2, 19.9
O=C1c2ccccc2[C@@H]2C[C@@H](O)[C@H](Nc3cccc4ccccc34)CCN12
    -0.6, -2.9, 1.7, -3.6, -2.0, 3.3, ., 6.2, -15.7, -3.2, -7.0
COc1ccc(S(=O)(=O)N2CCC(C(=O)Oc3cccc(C)c3)CC2)cc1OC
    -0.2, 1.6, -1.3, 2.2, -2.5, -3.6, 8.4, 12.2, 19.5, 4.4, 7.8
c1ccc(Nc2nc3ccccc3n3cnnc23)cc1
    1.8, 1.5, -1.8, -11.7, 1.8, 0.3, -6.8, -33.6, -1.5, 9.8, -19.5
Cc1cc(NC(=O)CSc2ncnc3ccccc23)no1
    1.8, -0.7, -4.8, -7.5, 1.9, -1.6, 9.0, 7.5, 8.4, 2.1, -19.1
CCCNC(=O)C1CC(c2ccc(C(F)(F)F)cc2)=NO1 (stereo unspecified)
    1.5, 3.1, -18.3, -0.9, 1.8, -2.5, -0.9, -0.6, 11.7, -0.9, 1.2
Cc1cc(C)cc(OCC(O)CN2C(=O)NC(C)(C)C2=O)c1 (stereo unspecified)
    0.3, -1.5, 11.2, -1.3, 3.6, -0.7, -14.5, -2.7, 3.8, 4.7, -2.6
O=C1CC(N2CCN(C/C=C/c3ccccc3)CC2)C(=O)N1CCc1ccccc1 (stereo unspecified)
    1.7, 2.4, -5.7, -5.5, 0.9, 0.7, -1.0, -17.7, -3.9, -1.7, -1.8
Cc1ccc(C(=O)Nc2cccnc2Cl)cc1Cl
    2.9, -2.1, -5.0, -11.9, 2.9, -1.4, 126.3, 14.3, 6.9, 5.8, -45.8
COC(=O)C1(C)NC(c2ccc(OC)cc2)C2C(=O)N(c3ccccc3)C(=O)C21 (stereo unspecified)
    -0.2, -0.4, 7.1, -8.6, 0.1, -3.7, 3.8, 13.5, 16.6, 19.6, -8.3
Cc1ccc2c(CN3CCN(S(=O)(=O)c4ccc(Cl)cc4)CC3)cc(=O)oc2c1C
    5.2, ., -8.4, 2.7, ., 0.0, ., -19.6, -0.1, 4.1, 22.6
CC(=O)N1CCN(c2ccc([N+](=O)[O-])cc2)CC1
    7.5, 0.4, 1.9, -13.6, 2.8, -2.2, 10.8, -12.4, 10.3, -2.6, 12.7

Not a retest: an excerpt of the list.
Values run as follows: phage Ecoli inh, Ecoli viability, PKA-R2B act, PKA-R1A activ, AddAB inh, OPRM1-OPRD1 ag, Mot1-301 SUMO, PfHsp90 set2, MOR-DOR inv ag, Tat export inh, HTR5A inv ag
COc1cccc(C(=O)OCC(=O)NCCc2ccccc2)c1OC
    2.9, -0.6, 6.4, -2.0, -1.9, -3.5, -3.4, -2.9, 16.4, -2.6, -7.0
CCOc1ccc(Br)cc1C(=S)N1CCCC1
    1.5, -1.1, 5.8, -9.2, -1.0, 1.1, 5.8, 22.8, -5.6, 5.0, -29.8
CCCNC(=S)N1CCC(NC(=O)c2cccc(C)c2)CC1
    9.3, 0.5, -6.4, -13.1, 4.0, -1.4, -1.4, 2.9, 6.7, 1.3, -1.6
